CHRM4 PAM: human M4 muscarinic receptor positive allosteric modulators, primary screen, CHO-K1 cells, Fluo-8 calcium fluorescence; 360,000 tested, 0.4% active; CHO-K1 hM4/Gqi5, ACh EC20; 0% = ACh EC20, 100% = maximal ACh; activation, % at 3 µM;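 active means activation above its plate's cutoff, the mean activation of sample wells plus 3 SD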; further: some results filed as inactive read as strong as hits
Target sequence (P08173 whole entry, looked up): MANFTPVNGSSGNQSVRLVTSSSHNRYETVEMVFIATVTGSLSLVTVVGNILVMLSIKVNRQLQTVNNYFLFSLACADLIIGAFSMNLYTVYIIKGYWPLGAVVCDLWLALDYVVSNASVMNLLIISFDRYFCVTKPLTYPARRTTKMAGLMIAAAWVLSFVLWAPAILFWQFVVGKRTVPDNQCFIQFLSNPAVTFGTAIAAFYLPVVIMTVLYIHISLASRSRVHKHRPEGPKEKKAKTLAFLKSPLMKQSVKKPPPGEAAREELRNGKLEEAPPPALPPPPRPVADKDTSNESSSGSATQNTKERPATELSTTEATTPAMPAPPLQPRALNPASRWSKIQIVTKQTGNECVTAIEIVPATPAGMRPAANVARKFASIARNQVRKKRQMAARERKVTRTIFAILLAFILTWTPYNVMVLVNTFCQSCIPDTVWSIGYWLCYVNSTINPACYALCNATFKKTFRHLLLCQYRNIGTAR
CHRM4 antagonist: human M4 muscarinic receptor antagonists, primary screen, CHO cells, Fluo-8 calcium fluorescence; Muscarinic acetylcholine receptor M4 (Homo sapiens), P08173; CHO-hM4 cells, ACh EC80; inhibition, % at 3 µM; 360,000 tested, 0.73% active; AID 624125, 2012;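 active means inhibition above its plate's cutoff, the mean inhibition of sample wells plus 3 SD, cut at about 27% in these data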;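 further: 0% = acetylcholine EC80 with DMSO and 100% = DMSO without agonist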
M5 PAM: human M5 muscarinic receptor positive allosteric modulators, primary screen, CHO-K1 cells, Fluo-8 calcium fluorescence | CHO-K1 hM5, ACh EC20 PAM; 0% = ACh EC20, 100% = ACh EC100 | 360,000 tested, 0.3% active | AID 624038, 2012 | activation, % at 3 µM;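 active means activation above the run cutoff, the mean activation of all test compounds plus 3 SD, cut at about 18% in these data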
Target sequence (P08912 whole entry, looked up): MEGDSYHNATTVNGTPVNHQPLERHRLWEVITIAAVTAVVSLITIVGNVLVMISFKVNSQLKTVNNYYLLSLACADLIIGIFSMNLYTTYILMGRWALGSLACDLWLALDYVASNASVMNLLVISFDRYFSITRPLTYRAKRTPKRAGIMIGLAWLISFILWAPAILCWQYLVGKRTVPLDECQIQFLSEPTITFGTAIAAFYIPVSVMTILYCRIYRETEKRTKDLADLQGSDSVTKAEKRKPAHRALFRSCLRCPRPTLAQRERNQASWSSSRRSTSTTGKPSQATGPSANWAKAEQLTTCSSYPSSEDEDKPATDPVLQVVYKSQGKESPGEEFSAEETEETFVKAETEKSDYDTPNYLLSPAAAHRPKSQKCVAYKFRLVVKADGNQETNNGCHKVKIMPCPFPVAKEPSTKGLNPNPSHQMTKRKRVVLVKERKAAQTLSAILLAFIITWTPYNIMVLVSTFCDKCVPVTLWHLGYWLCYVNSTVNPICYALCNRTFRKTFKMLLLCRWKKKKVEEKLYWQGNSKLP
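System: CHO-K1 cell line with stable human muscarinic M5 receptor expression | Also added: EC20 acetylcholine as agonist stimulus | Compound: One concentration, 3 µM final (nominal) | Timing: Fluo-8 loading 80 min at 37 °C plus 30 min room temperature | Measured by: Fluo-8 calcium dye fluorescence, kinetic read | Read-out basis: % activation, ACh-normalized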
M1 ag parental: counter-screen for M1 agonists: effect in parental CHO-K1 cells | Fluo-8 calcium fluorescence; scaled to maximal ATP response, vehicle zero | activation, % at 3 µM | 360,000 tested, 0.48% active; in the data active means activation above about 15%;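 further: untransfected CHO-K1 host cells lacking M1 receptor as counterscreen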
M5 ag: human M5 muscarinic receptor agonists, primary screen, CHO-K1 cells, Fluo-8 calcium fluorescence. Muscarinic acetylcholine receptor M5 (Homo sapiens), P08912. CHO-K1 hM5 cells; 0% DMSO wells, 100% maximal acetylcholine response. activation, % at 3 µM. 360,000 tested, 0.19% active. AID 624037, 2012;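 active means activation above the run's mean over test compounds plus 3 SD, cut at about 23% in these data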;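 further: signal is peak over basal fluorescence ratio across the kinetic read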
CHO-K1 Ca antag: counter-screen for M1 antagonists: effect in parental CHO-K1 cells; ATP-induced calcium, Fluo-8 fluorescence; inhibition, % at 3 µM; 360,000 tested, 0.6% active;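 active means inhibition above a per-plate cutoff, the plate's mean sample inhibition plus 3 SD, cut at about 24% in these data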;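 further: 0% = DMSO plus EC80 ATP and 100% = DMSO alone without ATP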
M4 ag: human M4 muscarinic receptor agonists, primary screen, CHO-K1 cells, Fluo-8 calcium fluorescence | Muscarinic acetylcholine receptor M4 (Homo sapiens), P08173 | CHO-K1 hM4/Gqi5; vehicle 0%, full acetylcholine response 100% | activation, % at 3 µM | 360,000 tested, 0.14% active | AID 624127, 2012;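 active means activation above the run mean over all test wells plus 3 SD, cut at about 32% in these data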;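 further: peak over basal fluorescence ratio per well then scaled between controls; 0% = DMSO wells and 100% = acetylcholine at EC100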
CHRM5 antagonist: human M5 muscarinic receptor antagonists, primary screen, CHO cells, Fluo-8 calcium fluorescence; Muscarinic acetylcholine receptor M5 (Homo sapiens), P08912; CHO-hM5 cells, ACh EC80; inhibition, % at 3 µM; 360,000 tested, 0.59% active; AID 624040, 2012;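 active means inhibition above a per-plate cutoff, the mean of that plate's test compounds plus 3 SD, cut at about 27% in these data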;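 further: 0% = acetylcholine EC80 with DMSO and 100% = DMSO without agonist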
CHO-K1 Ca PAM: nonselective calcium activators in parental CHO-K1 cells, primary screen, counter-screen for M1 PAM project, cell-based, Fluo-8 calcium fluorescence, full deck, 1536-well. activation, % at 3 µM. 360,000 tested, 0.02% active. ATP EC20; 0% at ATP EC20, 100% at ATP max;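 active means activation above the run cutoff, the mean activation of all test compounds plus 3 SD, cut at about 40% in these data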;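 further: peak over basal fluorescence ratio in a 140 s read after ATP addition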
An asterisk follows results filed as active; x = not tested or not shown.

SMILES	CHRM4 PAM	CHRM4 antagonist	M5 PAM	M1 ag parental	M5 ag	CHO-K1 Ca antag	M4 ag	CHRM5 antagonist	CHO-K1 Ca PAM
C[C@@H]1COC(=O)[C@@H](NC(=O)OCC2c3ccccc3-c3ccccc32)C/C=C\C[C@@H](CC(=O)N(CCO)Cc2ccccc2)C(=O)N1	-8	8	2	0.2	-1	-4	3	1	0
COc1ccc(Cl)cc1N(CC(=O)NCc1ccccn1)S(=O)(=O)c1ccc(C)cc1	2	-19	0	2.6	-2	3	4	13	5
NC1(C(=O)O)CSSC1	2	-3	-9	-0.1	2	-10	2	14	-2
COc1ccccc1NC(=O)c1ccccc1Oc1ccccc1	-13	3	-1	1.8	1	-15	-1	1	39
Cc1ccc(C2CC(=O)N(c3ccc(F)cc3)C3=C2C(=O)CCC3)cc1 (centres undefined)	6	1	-1	0.4	-11	-14	0	-1	5
COc1ccc(C)cc1S(=O)(=O)NC(C)C(=O)NC1CC1 (centres undefined)	11	4	-6	-0.5	-2	7	1	16	14
CCOC(=O)Cc1nnc(NC(=O)c2ccccc2OCC)s1	4	1	4	1.6	-3	3	1	-3	19
CCOC(=O)N/N=C\c1cccc(OC)c1OC/C=C/c1ccccc1	-1	-8	-6	0.7	-4	2	4	2	3
COC(=O)CN1C(=O)COc2ccc(S(=O)(=O)N3CCCCCC3)cc21	-6	0	5	0.5	1	-8	2	-5	-13
CC(=O)c1ccc(NC(=O)Nc2ccc3c(c2)N(C)C(=O)CS3)cc1	-17	13	-23	12	11	22	23	16	1
Cc1ccc(CN2CC(C(=O)Nc3ccc(S(=O)(=O)Nc4cc(C)nc(C)n4)cc3)CC2=O)cc1 (centres undefined)	1	12	1	0.2	-1	-2	1	-2	10
O=C(CC1NCCc2ccccc21)Nc1ccc(Oc2ccccc2)cc1 (centres undefined)	-11	2	0	20*	-1	-4	8	3	25
Cc1cc(=O)oc2cc(NC(=O)c3ccccc3Cl)ccc12	3	0	3	0.7	-3	10	2	-2	30
COCC(=O)N1CCCC(C(=O)c2ccc(Oc3ccccc3)cc2)C1 (centres undefined)	0	5	8	0.7	-1	0	1	-9	6
Cc1ccc(C)c(NC(=O)c2ccccc2C(=O)c2ccccc2)c1	-8	6	-16	5.3	-3	15	22	20	-4

In another format: results already given
| Structure | CHRM4 PAM | CHRM4 antagonist | M5 PAM | M1 ag parental | M5 ag | CHO-K1 Ca antag | M4 ag | CHRM5 antagonist | CHO-K1 Ca PAM |
| --- | --- | --- | --- | --- | --- | --- | --- | --- | --- |
| Cc1ccc(C2CC(=O)N(c3ccc(F)cc3)C3=C2C(=O)CCC3)cc1 (centres undefined) | 6 | 1 | -1 | 0.4 | -11 | -14 | 0 | -1 | 5 |
| COc1ccc(C)cc1S(=O)(=O)NC(C)C(=O)NC1CC1 (centres undefined) | 11 | 4 | -6 | -0.5 | -2 | 7 | 1 | 16 | 14 |
| CCOC(=O)Cc1nnc(NC(=O)c2ccccc2OCC)s1 | 4 | 1 | 4 | 1.6 | -3 | 3 | 1 | -3 | 19 |
| CCOC(=O)N/N=C\c1cccc(OC)c1OC/C=C/c1ccccc1 | -1 | -8 | -6 | 0.7 | -4 | 2 | 4 | 2 | 3 |

The listing continues:
SMILES	CHRM4 PAM	CHRM4 antagonist	M5 PAM	M1 ag parental	M5 ag	CHO-K1 Ca antag	M4 ag	CHRM5 antagonist	CHO-K1 Ca PAM
COc1ccc(NC(=O)CN(C)C(=O)C2CC(=O)N(c3cccc4ccccc34)C2)cc1 (centres undefined)	0	-7	-13	2.5	1	-12	10	8	10
C[C@H]1CC[C@@]2(O[C@H](CCO)C[C@H](O)[C@H]2O)O1	6	0	4	0.2	1	-4	0	10	1
COc1c2occc2c(OC)c2c(=O)cc(C(F)(F)C(F)(F)F)oc12	2	7	0	-0.5	0	-18	0	-11	4
O=[N+]([O-])c1cc(C(F)(F)F)ccc1N1CCN(S(=O)(=O)c2ccc3c(c2)CCCC3)CC1	-9	9	1	4.5	1	3	1	-3	0
COc1ccc(C(=O)Nc2ccccc2C(=O)NCc2cccnc2)cc1	-1	-2	1	2.6	-1	-5	8	-10	12
c1ccc(Cc2noc(CN3CCCC(CN4CCOCC4)C3)n2)cc1 (centres undefined)	-8	-7	3	0.7	-17	-1	2	-6	-4
COc1cc(C(=O)N/C(=C\c2cn(C)c3ccccc23)C(=O)N2CCN(C)CC2)cc(OC)c1OC	0	7	-6	0.1	-2	-4	1	21	-8
Nc1nc2n(n1)C(c1ccco1)CC(c1ccc(Cl)cc1)N2 (centres undefined)	0	0	2	0.0	-7	-1	1	-5	15
COCCCn1c(SCC(=O)OC2CCCCC2)nnc1-c1cccs1	12	-9	4	0.8	1	-15	2	-11	13
Cc1nn2c(C(F)(F)F)c3c(nc2c1-c1ccccc1)CCC3	-3	5	-7	8.7	-4	14	0	5	-9
O=C(NC1CCCCC1)Oc1ccccc1	8	-13	-3	0.3	-4	-5	1	-1	13
Cc1ccc(S(=O)(=O)Nn2cnnc2)cc1	-5	7	6	0.6	2	-10	0	-3	-2
CCOC(=O)N1CCN(C(=O)CSc2ccc3nnc(-c4ccccn4)n3n2)CC1	-4	0	2	0.3	1	-5	0	-3	5
CCC(C)(C)NC(=O)C(OC(=O)c1ccco1)c1ccc(OC)cc1 (centres undefined)	0	5	-3	-0.5	1	2	0	5	-6
Nc1ncnc(N2CCc3ccccc32)c1[N+](=O)[O-]	10	-6	5	0.9	2	-17	1	1	18
O=C(NCN1C(=O)C2C3C=CC(C3)C2C1=O)Nc1cccnc1 (centres undefined)	1	0	2	-0.3	-2	2	0	0	6
COc1ccc(/C=C/C(=O)OCC(=O)NC(C)CCc2ccccc2)cc1 (centres undefined)	1	-2	-12	-0.1	-3	-5	5	26	10
CC(C)OC(=O)CN1C(=O)C(C)(C)Oc2ccc(C(=O)NC3CC3)cc21	-1	9	0	0.7	0	-6	2	-2	12
C=CC[C@@H](CC(=O)N[C@H](CO)Cc1ccccc1)C(=O)N[C@H](COC(=O)[C@H](CC=C)CC(=O)OC(C)(C)C)Cc1c[nH]c2ccccc12	-5	16	-5	0.6	0	-3	8	17	-8
CCCn1c(SCC(=O)c2ccc3c(c2)NC(=O)CO3)nc2ccccc21	-3	-3	1	1.2	0	-4	2	-8	20
CC(C)(C)n1nnnc1CN1CCN(C2CCCC2)CC1	-6	-3	-10	-0.1	-10	13	1	11	-5
CC1CCCN(CCCOc2ccc(Cl)cc2Br)C1 (centres undefined)	-11	10	-5	0.5	-7	-2	3	-1	23
CS(=O)(=O)Nc1cccc(C2=NN(C(=O)CCCC(=O)O)C(c3cccs3)C2)c1 (centres undefined)	-1	-4	-1	1.8	-4	-8	0	2	6
Cc1ccsc1C=C1C(=O)c2ccccc2C1=O	7	0	-4	0.7	-4	-10	3	-1	23
COc1cccc(C(=O)OC(C)C(=O)Nc2ccc3c(c2)OCO3)c1 (centres undefined)	-1	10	-8	-0.1	-2	-12	1	16	-15
CCCc1nnc(NS(=O)(=O)c2ccc(C)cc2)o1	0	-9	4	0.3	3	-17	0	2	15
O=C1NC2C(NC(=O)N2C2CCCCC2)N1C1CCCCC1 (centres undefined)	-2	8	0	0.2	1	-7	1	-4	14
CCC(CC)c1nnc(NC(=O)c2cccc(S(=O)(=O)N3CCc4ccccc43)c2)s1	8	1	0	2.6	3	1	-1	-6	6
CCOC(=O)C1=CCN(S(=O)(=O)c2ccccc2C)C1c1cccc(F)c1 (centres undefined)	-6	-2	-6	1.7	-5	6	4	0	9
Cc1ccc(NC(=O)c2sccc2C)cc1S(=O)(=O)N(C)C	-4	9	-4	12	-1	8	2	7	17
COC(=O)CCCC(=O)N1CCC(CCC(=O)NCc2ccc(F)cc2)CC1	-2	-8	5	0.6	7	-7	0	-2	18
CC(C)(C)OC(=O)N[C@H](Cc1ccccc1)C(=O)N1CCC[C@@H]1C(=O)O	-1	-6	-1	1.5	-3	-11	1	5	14
Cc1ccc(-n2c(=O)[nH]cc(C(=O)Nc3ccc4c(c3)OCCO4)c2=O)cc1C	17	19	0	-0.5	-3	11	1	18	-6
O=C(CCn1c(=S)[nH]c2cc3c(cc2c1=O)OCO3)NCCc1ccccc1Cl	10	-17	-2	-0.2	0	-7	0	-4	-11
Cc1nc(-c2ccc(S(=O)(=O)N3CCCN(CCc4ccccc4)CC3)s2)cs1	-15	3	-14	2.2	-12	0	7	3	-9
O=[N+]([O-])c1ccccc1NC1CCN(Cc2ccccc2)CC1	-35	-9	-10	-0.4	-18	8	-1	11	-19
Cc1onc(-c2ccccc2)c1NC(=O)OC(C)c1cccnc1 (centres undefined)	8	-13	-16	0.8	-3	-8	1	17	19
O=[N+]([O-])c1cccc(COc2ccc(CN3CCCC3)cc2)c1	-13	28*	-13	2.5	-4	-12	2	6	13
COc1ccccc1C(=O)C1CCCN(C(=O)c2ccco2)C1 (centres undefined)	-3	9	-4	0.7	-1	-1	0	22	-7
CCN(CC)CCOC(=O)c1c(C)oc2ccc(O)cc12	-6	5	-13	0.0	-6	2	1	3	-2
COc1cccc(CC(NC(C)=O)C(=O)NC2CCN(C(=O)Nc3ccc(C)cc3)CC2)c1 (centres undefined)	5	-10	3	0.7	1	-4	0	5	10
CCOc1cc(CNc2ccc(S(N)(=O)=O)cc2)ccc1OCC(=O)NC(C)(C)C	-8	1	-12	2.0	0	21	9	5	-16
Cn1c(C(=O)c2ccccc2[N+](=O)[O-])nc2ccccc21	2	0	9	0.5	1	-19	3	-4	28
O=C(NCc1ccccc1)c1ccc(CN2CCC(Cc3ccccc3)CC2)cc1	-17	19	-16	27*	-6	17	4	23	8
CC(C)OC(=O)c1cccc(C(=O)Nc2cccc(NC(=O)c3cccc(C(=O)OC(C)C)n3)n2)n1	5	-9	-3	1.6	-4	2	6	15	14
N#Cc1ccc(C(=O)OCC(=O)N2CCOCC2)cc1	10	-5	8	0.6	-1	-12	1	-3	0
COc1ccccc1C(=O)NCCC(=O)N1CCCCCCC1	10	-9	-5	-0.2	2	3	1	1	-6
Cn1c(N)cc(=O)n(C)c1=S	2	9	-4	-0.1	1	6	-1	5	-9
Cc1ccc(OCC(=O)Nc2ccc3c(c2)OCO3)c(C)c1	2	5	-4	1.5	-2	-13	3	15	4
N#CC(C#N)=NNc1ccc2cn[nH]c2c1	8	6	-16	0.4	5	23	2	14	0
Cc1csc(-c2nc3ccccc3n2C(C(=O)Nc2c(C)cccc2C)C2CC2)c1 (centres undefined)	12	-28	5	x	2	x	0	-10	x
O=C(CCc1ccccc1)Nc1ccc(N2CCOCC2)c(Cl)c1	6	-2	-1	2.7	0	-17	4	-2	25
COc1ccccc1CNC(=O)c1ccc(NS(C)(=O)=O)cc1	2	5	-2	0.3	3	-2	0	-3	12
O=C(COc1ccc(S(=O)(=O)N2CCCC2)cc1Cl)NCc1ccccn1	-4	-2	-6	1.7	0	-4	1	9	5
O=C(CC(=O)c1cccs1)c1ccncc1	1	-1	1	-0.1	-1	-14	0	13	14

Screening results as filed in PubChem.
